# Source: PubChem
# AT treatment: qHTS Assay for Identifying a Potential Treatment of Ataxia-Telangiectasia; […] A-T fibroblasts, KAP-1 phosphorylation AlphaLISA; neocarzinostatin DNA damage 30 min before lysis; Potency, µM (doses to about 57.5 µM), for inactives: at the top dose activation, hits mostly activators; hit rate 0.19% among 320,000; AID 485349, 2010; also: potency is read from the fitted curve at half-maximal effect; % of control where 0% means no effect; nearly all actives have a fitted effect of over 45% in size
#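 hTERT-immortalized A-T patient fibroblasts ([…]), 500 cells/well in OPTI-MEM, 1% FBS, got compounds for 60 min, then NCS for 30 min at 37C. Lysates were then assayed for phospho-KAP-1 by AlphaLISA (anti-pKAP1 donor, anti-KAP1 acceptor beads), 6 hr at 25C.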
# GALK inhibitor: qHTS Assay for Inhibitors of Human Galactokinase (GALK) | AID 1868, 2009 | P51570 | Purified GALK, Kinase-Glo residual ATP luminescence | Potency, µM (titrated, usually from 57.5 µM), inactives show at the top dose activity change, negative = inhibition, hits mostly inhibitors | hit rate 0.007% among 270,000; also: potency is read from the fitted curve at half-maximal effect; % is scaled to controls: 0 for no effect and ±100 for the full control effect
#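 Human GALK (5 nM) with 35 uM ATP and 100 uM galactose in 20 mM HEPES pH 8.0, 5 mM MgCl2, 60 mM NaCl, 1 mM DTT, 0.01% BSA. After 1 h at room temperature, leftover ATP was read by Kinase-Glo Plus luminescence.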
# TSHR antag: Antagonists of the Thyroid Stimulating Hormone Receptor: HTS campaign. Thyrotropin receptor (Homo sapiens), P16473. activity change, negative = inhibition, % at 11.5 µM. TSHR-expressing cells, TSH-stimulated cAMP HTRF, 2 h; stronger effect = lower value. hit rate 0.2% among 330,000;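 active = activity change below a set negative limit, meaning inhibition stronger than a set level, cut at about -70% in these data; inconclusive = activity change between two set negative limits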; also: % is scaled to controls: 0 for no effect and ±100 for the full control effect
# Target sequence (P16473 whole entry, looked up): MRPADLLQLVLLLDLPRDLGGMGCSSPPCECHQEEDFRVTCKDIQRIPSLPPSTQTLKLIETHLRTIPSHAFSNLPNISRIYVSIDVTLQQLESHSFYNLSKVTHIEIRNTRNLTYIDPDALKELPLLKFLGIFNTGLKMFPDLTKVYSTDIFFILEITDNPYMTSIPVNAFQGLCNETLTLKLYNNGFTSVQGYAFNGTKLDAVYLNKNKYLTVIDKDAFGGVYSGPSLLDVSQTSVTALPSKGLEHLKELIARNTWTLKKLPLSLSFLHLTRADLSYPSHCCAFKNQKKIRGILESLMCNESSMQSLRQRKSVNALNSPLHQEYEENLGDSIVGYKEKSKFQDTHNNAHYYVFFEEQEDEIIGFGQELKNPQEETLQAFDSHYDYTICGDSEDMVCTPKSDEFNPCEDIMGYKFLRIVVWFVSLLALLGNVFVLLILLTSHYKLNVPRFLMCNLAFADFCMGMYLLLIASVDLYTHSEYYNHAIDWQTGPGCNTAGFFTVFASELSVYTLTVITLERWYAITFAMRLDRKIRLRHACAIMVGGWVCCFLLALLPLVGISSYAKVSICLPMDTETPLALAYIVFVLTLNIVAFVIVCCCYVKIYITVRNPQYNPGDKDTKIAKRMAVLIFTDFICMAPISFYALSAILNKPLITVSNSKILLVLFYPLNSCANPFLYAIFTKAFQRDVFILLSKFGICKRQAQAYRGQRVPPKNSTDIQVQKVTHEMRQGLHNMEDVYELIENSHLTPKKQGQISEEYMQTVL
#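 TSHR-expressing cells, 200/well, pre-treated with compound, then stimulated with EC80 TSH (4nM final) for 2 hours at 37 deg C. cAMP measured by competitive HTRF: anti-cAMP cryptate antibody in lysis buffer plus cAMP-d2, read after 30 minutes at room temperature.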
# Chronic BCR inh: qHTS Assay to Find Inhibitors of Chronic Active B-Cell Receptor Signaling | ABC-DLBCL IkBa-CBG/CBR reporter, luminescence ratio, 4 h | Potency, µM (titrated, usually from 46.1 µM), inactives show at the highest dose ratio change, negative = lower green/red ratio, usual class: inhibitors | hit rate 0.05% among 340,000; active = well fitted inhibition curve with a large enough effect in the signal ratio, with a control signal flat, not every such curve was filed as active; inconclusive = small, poorly fitted or top-dose-only effect, or effect the other way, or a change in a side signal; the % refers to the signal ratio;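 also: potency is read from the fitted curve at half-maximal effect; plate controls were basal doxycycline-induced cells for no effect and cells given 10 µM MG132 for full effect; MG132 reads +100%, hits lower the ratio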
#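 Concentration-response series (up to 46 uM) were applied to TMD8 dual-reporter cells for 4 h at 37C with doxycycline. Green/red ratio, after filter-overlap correction, defined %Activity; red signal alone was normalised to basal cells and zero luminescence.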
# Giardia killer: Small Molecules that selectively kill Giardia lamblia: qHTS. Giardia lamblia trophozoite viability. activity change, % at 7.66 µM, hits read low. hit rate 0.15% among 340,000. AID 540267, 2011; in the data active = activity change below about -80%; inconclusive = between about -30% and that limit;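 also: parasites exposed to compound for two days anaerobically before the ATP read; % is scaled to controls: 0 for no effect and ±100 for the full control effect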
#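 Trophozoites 100 cells/well + cpd; 48 hrs, 37 deg C, anaerobic. ATPLite 1-Step added, 15-30 min RT, luminescence read (ATP-based viability).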
# TCR act: Activators of T cell receptors: qHTS campaign; primary human leukocytes, anti-CD3, IL-2 HTRF, 48 h; Potency, µM (doses to about 9.22 µM), without a hit: top-dose activation of IL-2 secretion, most hits filed as activators; 330,000 tested, under 10 active; AID 504894, 2011; also: % of control where 0% means no effect
#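 Primary human leukocytes receive a-CD3 beads and test compound and are incubated 48 hr. Secreted IL-2 is then assayed by HTRF, measuring 665nm acceptor emission after 320nm excitation of the europium donor.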
# CXXC DNA block: qHTS Fluorescence Polarization Assay for Inhibitors of MLL CXXC domain - DNA interaction; hit rate 0.037% among 290,000; Histone-lysine N-methyltransferase 2A (Homo sapiens), Q03164; Potency, µM (titrated, usually from 115 µM), without a hit: at the highest dose activity change, negative = inhibition, actives largely listed as inhibitors; MLL-CXXC / FITC-HOXA9 DNA fluorescence polarization; active = well fitted inhibition curve with a large enough effect in the polarisation, with a control signal flat, not every such curve was filed as active; inconclusive = small, poorly fitted or top-dose-only effect, or effect the other way, or a change in a side signal; inactive = no such curve, though single readings can be large or run the other way; the % refers to the polarisation; also: potency is read from the fitted curve at half-maximal effect
#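 Purified MLL-CXXC (added from a 7 uM solution) was preincubated 5 min at ambient with pinned compounds in 50 mM Tris-HCl pH 7.5, 50 mM NaCl, 1 mM DTT, 0.05% BSA. Fluorescein-labeled HOX-A9 DNA (50 nM solution) followed, 30 min, then polarization read.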
# Tb PFK inh: qHTS Assay to Find Inhibitors of T. brucei phosphofructokinase; ATP-dependent 6-phosphofructokinase (Trypanosoma brucei brucei), O15648; T. brucei PFK, ADP-Glo luminescence; Potency, µM (highest dose often 57.5 µM), without a hit: at the top dose activity, negative = inhibition, hits mostly inhibitors; hit rate 0.17% among 330,000; AID 485367, 2010;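 also: potency is read from the fitted curve at half-maximal effect; 0% = uninhibited 1x PFK enzyme wells and -100% = no-enzyme wells; nearly all actives have a fitted effect of over 60% in size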
#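 In TEA buffer at pH 8.0 with 5 mM MgCl2, enzyme (1.25 nM) converted F6P (0.5 mM) and ATP (0.1 mM) for 45 min at room temperature. ADP product was read by luciferase luminescence.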
# KCNH2 WT inh: qHTS for Inhibitors of KCHN2 3.1: Wildtype qHTS. hit rate 0.37% among 340,000. U2OS, BacMam KCNH2, thallium flux FluxOr; stronger effect = lower value. activity change, % at 1.84 µM. Voltage-gated inwardly rectifying potassium channel KCNH2 (Homo sapiens), Q12809;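 active = maximum activity change below -70%; inconclusive = maximum activity change between -70% and -50%; inactive = maximum activity change above -50%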; also: % is scaled to controls: 0 for no effect and ±100 for the full control effect
#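 U2OS cells were transduced with wild-type KCNH2 virus (2.03 x 10^8 / mL) for 4 h at room temperature, then cultured overnight at 37 C. Thallium flux was read with FluxOr dye. Rate constants were normalized to DMSO controls.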
# Coupling enz: qHTS Assay for Inhibitors of Fructose-1,6-bisphosphate Aldolase from Giardia Lamblia: Coupling assay counterscreen; hit rate 0.67% among 290,000; coupling enzyme system counterscreen, AmpLite Red fluorescence; activity change, negative = inhibition, % at 58.2 µM, hits read low; in the data active = activity change below about -30%; also: % is scaled to controls: 0 for no effect and ±100 for the full control effect
#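 Final compound at 57.5 uM, incubated 10 min at RT with coupling enzyme reagent (glyceraldehyde-3-phosphate), then 20 min with substrate and AmpLite Red detection. Fluorescence read at 525/598 nm; tests interference with the coupling assay, not aldolase inhibition.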
# An asterisk follows results filed as active; ? = inconclusive; . = not tested or not shown; [ ] = another dose, or the depositor's remark. Unless noted, calls follow the shape of the dose curve; as a rule, active = well fitted curve in the direction sought with a large enough effect; inconclusive = small, poorly fitted or top-dose-only effect, or another doubt; inactive = no such curve, though single readings can be large; an effect the other way counts as inactive or inconclusive. Compounds were not picked by outcome (roughly 1.6% active in at least one column).
SMILES,AT treatment,GALK inhibitor,TSHR antag,Chronic BCR inh,Giardia killer,TCR act,CXXC DNA block,Tb PFK inh,KCNH2 WT inh,Coupling enz
CSc1nnc(C)c(=O)n1COC(=O)COc1ccc(F)cc1,-2%,-2%,16,-7%,-4,-4%,-16%,?,6,1
Cc1ccc2c(=O)c(C(=O)c3ccc(F)cc3)cn(CC(=O)NCc3ccco3)c2n1,2%,5%,5,-24%,1,4%,3%,-6%,3,0
CCCCn1c(SCC(=O)N2CCOCC2)nnc1-c1ccoc1C,6%,-3%,-6,-3%,-10,4%[46.1 µM],6%,2%,6,1
Cc1ccc(OCCn2c(C3CC(=O)N(Cc4ccccc4)C3)nc3ccccc32)cc1 (stereo not given),13%,-2%,-9,-16%,1,-5%,-7%,0%,-24,-3
CC(=O)Nc1cccc(C(=O)OCC(=O)NC(=O)c2ccccc2)c1,3%,.,1,?,26,-3%,.,3%,2,.
COc1cc(OC)c(C(=O)OCC(=O)Nc2ccc(N3CCOCC3)cc2)cc1OC,-1%,.,1,?,1,-4%[46.1 µM],.,1%,-2,.
Nn1c(SCC(=O)Nc2ccc(S(=O)(=O)N3CCCC3)cc2)nnc1C(F)(F)F,-1%,-6%,4,13%,-8,-1%,-1%,5%,8,0
COc1ccc(-c2c(C)nn3c(N)c(C#N)cnc23)cc1OC,-6%,5%,-3,?,-8,8%,8%,-5%,-11,-2
O=C(CN1CCN(C(=O)C2CC2)CC1)Nc1ccc(Cl)cc1F,2%,.,4,4%,-3,0%,.,-3%,4,.
Cc1ccc(CNS(=O)(=O)c2c(N)n(C)c(=O)n(C)c2=O)cc1,4%,1%,-3,0%,-15,1%,2%,-2%,3,.
Cc1nn(Cc2ccc(C(=O)Nc3nccs3)cc2)c(C)c1Cl,0%,3%,3,?,7,0%,-10%,-2%,2,0
Cn1c(=O)c2c(nc(SCC(=O)N3CCc4ccccc4C3)n2C)n(C)c1=O,-10%,1%,6,?,-20,-5%,-6%,1%,79,0
Cc1ccc(-c2nc(C)sc2CC(=O)OCC(=O)Nc2cccc([N+](=O)[O-])c2)cc1,-5%,0%,-14,-3%,47[activator],-8%[46.1 µM],2%,10%,0,3
Cc1noc(NC(=O)c2cccc(Cl)c2Cl)c1C#N,-3%,-1%,5,?,3,1%,0%,-4%,.,3
CCOC(=O)C(C(=O)OCC)N(C#N)c1nc(SC)nc(N(C)C)n1,-11%,0%,2,-2%,-2,0%,20%,0%,-16,1
Cc1cccc(-n2nc3c(c2NC(=O)c2ccc4c(c2)OCO4)CS(=O)(=O)C3)c1C,6%,15%,5,-14%,-14,-3%,-7%,-2%,10,-1
Cc1ccc2nsnc2c1N(S(C)(=O)=O)S(C)(=O)=O,-2%,0%,6,-1%,-5,-21%,0%,0%,-3,-9
NC(=O)COc1ccc2oc(-c3ccccc3)cc(=O)c2c1,0%,0%,-15,6%,-23,0%,1%,3%,0,-1
COc1ccc(Cc2nnc(NC(=O)Nc3ccc(F)cc3)s2)cc1OC,2%,4%,7,-2%,-5,0%,?,-4%,-4,4
Cc1nnc2sc(-c3ccccn3)nn12,0%,0%,0,9%,5,-6%,-2%,20%,8,2
COc1cc(NC(=S)NC(=O)CC(C)C)ccc1NC(=O)c1cc2ccccc2o1,-2%,2%,13,0%,1,1%[46.1 µM],19%,-2%,-3,1
CCCCN(C)CCC(=O)Nc1ccc2c(c1)CCC2,3%,1%,-5,?,-25,-1%,1%,3%,13,3
CCOC(=O)C1(CCOC)CCN(Cc2cnc(-c3cccc(C)c3)nc2)CC1,-4%,8%,-1,-9%,9,-4%,9%,2%,6,2
Nn1c(-c2ccccc2)nc2ccccc2c1=O,-4%,-2%,-14,0%,-3,-1%,1%,1%,3,-3
COc1ccc(N(CC(=O)NCc2cccnc2)S(=O)(=O)c2c(C)nn(C)c2C)cc1,8%,1%,-2,4%,-11,8%,3%,-4%,9,-1

# The listing continues:
SMILES,AT treatment,GALK inhibitor,TSHR antag,Chronic BCR inh,Giardia killer,TCR act,CXXC DNA block,Tb PFK inh,KCNH2 WT inh,Coupling enz
Cc1ccc(NC(=O)CNC(=O)Cc2cccc3ccccc23)c(O)c1,1%,.,2,1%,8,7%,.,0%,-6,.
COc1ccc(/C(C)=N/NC(=O)CNC(=O)COc2ccccc2)c(OC)c1,5%,5%,-9,-1%,-3,-1%,0%,-2%,0,1
COC(C[C@H]1O[C@H]1[C@H](O)COCc1ccccc1)OC,-6%,5%,3,3%,13,6%,9%,-5%,-15,0
Cc1cc(O)c(C(C[N+](=O)[O-])c2ccc(Cl)cc2Cl)c(=O)o1 (stereo not given),-1%,0%,7,?,-5,-7%,-9%,-9%,20,9
COc1cccc(OCCSc2nc3ccccc3c(=O)[nH]2)c1,-5%,8%,12,?,-22,5%,4%,0%,-3,1
CCN(CC)CCCN(C(=O)c1ccccc1C)c1nc(-c2ccc(OC)cc2)cs1,-9%,-5%,-6,-10%,2,.,?,0%,11,1
CCN(C[C@H]1N[C@@](CC)(C(=O)OC)[C@H]2C(=O)N(C)C(=O)[C@@H]12)S(=O)(=O)c1ccc(C(F)(F)F)cc1,-9%,.,-6,-2%,-14,5%,.,3%,-14,.
CN(C)C(=O)N1CCN(C(=O)N(C)C)CC1,26%,10%,3,1%,-1,.,-9%,2%,-2,1
CCOC(=O)c1sc(=S)n(-c2cc(OC)ccc2OC)c1N,6%,1%,12,3%,-19,2%,-2%,?,-4,4
COc1ccc(NC(=O)CCNC(=O)Cn2ccc3ccccc3c2=O)cc1Cl,0%,-4%,-8,-16%,-19,-4%,-2%,-1%,-14,1
COC(=O)COc1ccc(S(=O)(=O)NCc2ccco2)cc1Cl,1%,1%,-12,1%,-12,-2%,2%,-4%,6,-2
O=C(NCC1CCCO1)c1csc2c1CCCC2 (stereo not given),-15%,2%,1,1%,4,2%,3%,-2%,-8,-1
CCn1c(/C=C/c2c(C)[nH]c3ccccc23)nc2ccccc2c1=O,-2%,2%,-11,-18%,-6,5%,17%,0%,-1,4
COC(=O)C(C(C)C)N1CCc2c(C)nc3c(C#N)cnn3c21 (stereo not given),-3%,0%,-7,-1%,11,-4%,11%,3%,-1,-2
Cc1[nH]n(-c2ccc(C(=O)O)cc2)c(=O)c1CCO,1%,8%,13,-13%,7,-2%,-2%,-1%,-5,1
Cc1ccc(-n2cc(CN(C)CCc3cn[nH]c3)c(-c3cccc(C)c3)n2)cc1,-3%,1%,9,?,16,-5%,2%,0%,4,3

# A draw from above in order of molecular weight, descending.
SMILES,AT treatment,GALK inhibitor,TSHR antag,Chronic BCR inh,Giardia killer,TCR act,CXXC DNA block,Tb PFK inh,KCNH2 WT inh,Coupling enz
CCN(CC)CCCN(C(=O)c1ccccc1C)c1nc(-c2ccc(OC)cc2)cs1,-9%,-5%,-6,-10%,2,.,?,0%,11,1
Cc1ccc(-n2cc(CN(C)CCc3cn[nH]c3)c(-c3cccc(C)c3)n2)cc1,-3%,1%,9,?,16,-5%,2%,0%,4,3
Cc1ccc(NC(=O)CNC(=O)Cc2cccc3ccccc23)c(O)c1,1%,.,2,1%,8,7%,.,0%,-6,.
Cc1cc(O)c(C(C[N+](=O)[O-])c2ccc(Cl)cc2Cl)c(=O)o1 (stereo not given),-1%,0%,7,?,-5,-7%,-9%,-9%,20,9
CCOC(=O)c1sc(=S)n(-c2cc(OC)ccc2OC)c1N,6%,1%,12,3%,-19,2%,-2%,?,-4,4
COc1cccc(OCCSc2nc3ccccc3c(=O)[nH]2)c1,-5%,8%,12,?,-22,5%,4%,0%,-3,1
COC(C[C@H]1O[C@H]1[C@H](O)COCc1ccccc1)OC,-6%,5%,3,3%,13,6%,9%,-5%,-15,0
